# MRP resist rev = MRP-mediated drug resistance reversal; H69AR cells + 2 uM doxorubicin, CellTiter-Glo, 72 h; differential viability (reversal), % at 10 µM; actives 0.04% (n = 85,000); AID 602;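 active = viability drop by adding the cancer drug above about 55%, with treated viability meeting a 40% cutoff, limit read from the data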;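 note: viability without doxorubicin minus viability with 2 µM doxorubicin for each compound; larger differential means the compound sensitizes cells more to doxorubicin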
# Bcl-B TR3 displacers = displacers of TR3 peptide from Bcl-B, primary screen, selectivity assay for Bfl-1 inhibitor project, biochemical, fluorescence polarization; FP displacement of FITC-TR3 peptide from Bcl-B; higher % means a stronger effect; one-dose displacement, % at 20 µM; IC50 in µM for titrated hits; actives 0.11% (n = 96,000); AID 748;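 active = displacement above 50% at 20 µM plus a fluorescence interference ratio under 1.5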;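 note: plate controls were wells without compound for no effect and wells lacking Bcl-B protein for full effect; a part of the inactive calls stands beside numbers as strong as those of hits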
# PLAP inhibition = inhibition of human placental alkaline phosphatase – biochemical, luminescence, HTS (AID 690); purified PLAP, luminescent substrate; higher % means a stronger effect; inhibition, % at 20 µM, or IC50 in µM where a hit was titrated; actives 0.08% (n = 96,000); in the data active = a potency from the dose series; inactive = the rest, 99 in 100 with inhibition below about 30%; note: strong numbers were not always called active
# NFkB transloc inh = blocks IL-1B driven NFkB nuclear translocation in HUVEC cells. HUVEC IL-1B NFkB p65 nuclear translocation imaging. inhibition, % at 2 µM. actives 0.43% (n = 94,000);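 active = inhibition above about 30% together with a positive call from visual inspection of the well image, limit read from the data; inconclusive = inhibition above a set limit but visual check negative; inactive = inhibition not above a set limit, visual check negative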;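 note: nuclear over cytoplasmic p65 intensity ratio measured by imaging; 0% = IL-1B stimulated DMSO wells and 100% = unstimulated DMSO wells; values of inactives mirror those of a sister screen read the other way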
# NFkB transloc pot = enhances IL-1B driven NFkB nuclear translocation; HUVEC IL-1B NFkB p65 nuclear translocation imaging; activation, % at 2 µM; actives 0.3% (n = 94,000); AID 819;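 active = activation above 40%, about the mean plus 3 SD, also judged a hit on visual image review; inconclusive = activation above 40% but not a hit on visual review; inactive = activation not above 40% and no visual hit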;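 note: percent activation is computed from the nuclear over cytoplasmic p65 intensity ratio; values of inactives mirror those of a sister screen read the other way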
# MRP resist rev cytotoxicity = also measured in MRP resist rev; calls as there; viability, %; H69AR cells, CellTiter-Glo, 72 h; measured here: cytotoxicity without doxorubicin
# MRP resist rev with doxorubicin = recorded beside MRP resist rev, whose call it bears; viability, %; measured here: viability with 2 uM doxorubicin; hits give low values
# NFkB transloc inh cell count 2 µM = second read-out of NFkB transloc inh, no call of its own (marks repeat the call); cell count; measured here: cells passing quality filter;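 raw number of nuclei counted in each imaged well without normalization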
# NFkB transloc pot cell count 2 µM = also measured in NFkB transloc pot; calls as there; cell count; measured here: cells passing quality filter
# * hit, by the source's call; ? = inconclusive; / = not tested or not shown; & = joins results of further samples. Only part of the results is shown, so the mix of outcomes need not match the whole.
SMILES,MRP resist rev,MRP resist rev cytotoxicity,MRP resist rev with doxorubicin,Bcl-B TR3 displacers,PLAP inhibition,NFkB transloc inh,NFkB transloc inh cell count 2 µM,NFkB transloc pot,NFkB transloc pot cell count 2 µM
O=C(CN(C(=O)CNC(=O)c1cccs1)c1ccc2c(c1)OCCO2)NC1CCCC1,/,/,/,6%,5%,4,139,-4,139
CC(C)NC(=O)c1cc2c(s1)CCCC2,7,95,88,/,/,-12,172,12,172
S=c1[nH]ncn1/N=C/c1cccc(Oc2ccccc2)c1,-80,2,82,4%,-68%,5,140,-5,140
Cc1c(C(=O)Nc2ccc(-n3cnnn3)cc2)oc2ccccc12,-16,47,63,-4%,9%,-12,169,12,169
COc1ccc(-n2c(Cn3c(=O)sc4ccccc43)nnc2SCC(N)=O)cc1,6,88,82,-15%,-48%,8,187,-8,187
CC(C)n1nnnc1SCC(=O)NNC(=O)C1CCCCC1,/,/,/,29%,-78%,-2,159,2,159
CC(Oc1ccc(F)cc1)C(=O)/C=C\N(C)C (configuration not stated),/,/,/,4%,-4%,14,125,-14,125
CC(C)=CC(=O)NCc1c(Cl)cccc1-n1cccc1,/,/,/,-1%,17%,2,135,-2,135
NS(=O)(=O)c1ccc(Nc2nc(-c3ccccc3)cs2)cc1,/,/,/,7%,30%,19,182,-19,182
CCOC(=O)C1CCCN(c2ncnc3c2cnn3-c2cccc(C)c2)C1 (configuration not stated),/,/,/,-8%,-43%,-1,119,1,119
Cc1ccc(C(=O)NNC(=S)Nc2cccc(Cl)c2Cl)cc1[N+](=O)[O-],6,92,87,7%,-30%,1,164,-14,77
CNC(=O)c1ccccc1NC(=O)c1c(O)c2c([nH]c1=O)CCCC2,7,82,75,-2%,13%,2,176,-2,176
O=c1oc2c(CN3CCCCC3)c(O)ccc2c2c1CCCC2,11,96,85,6%,-79%,0,130,-1,130
COC(=O)CSCC(=O)Nc1cc2c(cc1C(C)=O)OCO2,15,120,104,0%,25%,-30,124,30,124
Cc1cc(C)nc(SCc2csc(N)n2)n1,2,92,91,6%,-16%,7,123,-7,123
COc1ccc(C(NC(=O)c2cccnc2)c2cc(Cl)c3cccnc3c2O)cc1OC (configuration not stated),/,/,/,-10%,-12%,-10,170,10,170
COc1ccc(C(=O)Nc2oc(-c3ccccc3)c(-c3ccccc3)c2C#N)cc1,-9,62,72,-2%,-37%,-1,158,1,158
O=C(O)c1ccccc1C(=O)N1CCN(c2ccccc2)CC1,3,97,93,-3%,-6%,7,169,-7,169
CCCCCOC(=O)Nc1nnc(CCCCC)s1,11,102,91,-3%,-48%,23,10,-23,10
COc1cccc2[nH]c3c(N4CC(C)CC(C)C4)ncnc3c12 (configuration not stated),-6,60,66,5%,6%,3,177,-3,177
CCOC(=O)c1ccc(NC(=O)C2=C(C)Nc3nc(CCCO)nn3C2c2ccc(OC)cc2)cc1 (configuration not stated),-9,63,71,-28%,/,-6,104,6,104
COc1ccc(C2=NOC(C(=O)Nc3cc(C)on3)C2)cc1 (configuration not stated),-1,96,97,-12%,17%,-19,169,19,169
O=C(CCCCCN1C(=O)c2ccccc2C1=O)Nc1ccc(F)cc1,-22,94,116,/,/,4,189,-4,189
O=C(COC(=O)COc1ccccc1)Nc1ccccc1OC(F)F,-3,88,90,-1%,-4%,4,168,-4,168

# Eleven compounds out of the list, arranged by SMILES length, lowest first.
SMILES,MRP resist rev,MRP resist rev cytotoxicity,MRP resist rev with doxorubicin,Bcl-B TR3 displacers,PLAP inhibition,NFkB transloc inh,NFkB transloc inh cell count 2 µM,NFkB transloc pot,NFkB transloc pot cell count 2 µM
CCCCCOC(=O)Nc1nnc(CCCCC)s1,11,102,91,-3%,-48%,23,10,-23,10
O=c1oc2c(CN3CCCCC3)c(O)ccc2c2c1CCCC2,11,96,85,6%,-79%,0,130,-1,130
COC(=O)CSCC(=O)Nc1cc2c(cc1C(C)=O)OCO2,15,120,104,0%,25%,-30,124,30,124
COc1ccc(C2=NOC(C(=O)Nc3cc(C)on3)C2)cc1 (configuration not stated),-1,96,97,-12%,17%,-19,169,19,169
NS(=O)(=O)c1ccc(Nc2nc(-c3ccccc3)cs2)cc1,/,/,/,7%,30%,19,182,-19,182
COc1cccc2[nH]c3c(N4CC(C)CC(C)C4)ncnc3c12 (configuration not stated),-6,60,66,5%,6%,3,177,-3,177
O=C(CCCCCN1C(=O)c2ccccc2C1=O)Nc1ccc(F)cc1,-22,94,116,/,/,4,189,-4,189
CCOC(=O)C1CCCN(c2ncnc3c2cnn3-c2cccc(C)c2)C1 (configuration not stated),/,/,/,-8%,-43%,-1,119,1,119
CNC(=O)c1ccccc1NC(=O)c1c(O)c2c([nH]c1=O)CCCC2,7,82,75,-2%,13%,2,176,-2,176
COc1ccc(C(=O)Nc2oc(-c3ccccc3)c(-c3ccccc3)c2C#N)cc1,-9,62,72,-2%,-37%,-1,158,1,158
CCOC(=O)c1ccc(NC(=O)C2=C(C)Nc3nc(CCCO)nn3C2c2ccc(OC)cc2)cc1 (configuration not stated),-9,63,71,-28%,/,-6,104,6,104

# More entries follow:
SMILES,MRP resist rev,MRP resist rev cytotoxicity,MRP resist rev with doxorubicin,Bcl-B TR3 displacers,PLAP inhibition,NFkB transloc inh,NFkB transloc inh cell count 2 µM,NFkB transloc pot,NFkB transloc pot cell count 2 µM
COc1ccc(CCNC(=O)Cn2cnc3c(cnn3-c3ccccc3Cl)c2=O)cc1OC,9,88,78,6%,-16%,-33,146,33,146
Cc1ccc(NS(=O)(=O)c2ccc(NC(=O)c3cccc(NC(=O)C(C)C)c3)cc2)cc1,/,/,/,2%,-3%,5,155,-5,155
CCN=C1SC(CC(=O)NCCc2ccc(OC)cc2)C(=O)N1CC (configuration not stated),/,/,/,4%,-10%,-1,156,1,156
CC(C)(O)C(=O)NN(C(=O)c1ccccc1)c1ccc2ccccc2c1,5,89,84,3%,-7%,2,145,-2,145
COc1ccc(OCc2nnc(SC(C)C(=O)Nc3nccs3)n2-c2ccccc2)cc1 (configuration not stated),-26,61,87,-14%,-1%,-5,150,5,150
Cc1ccc(-c2csc3ncnc(Nc4ccc(N5CCOCC5)cc4)c23)cc1,/,/,/,4%,-27%,-4,157,5,157
CCCc1nnc(NC(=O)C2CCCO2)s1 (configuration not stated),3,94,91,-4%,6%,-6,168,6,168
Cc1ccc(Nc2nc(N)nc(CSc3nccn3C)n2)cc1,-3,82,85,6%,6%,2,147,-2,147
N#CC1=C(N)N=C(SCc2cccc3ccccc23)C(C(N)=O)C12CCCCC2 (configuration not stated),/,/,/,-6%,-31%,0,177,0,177
CSc1nc(Cc2ccc(Cl)cc2)nc2ccccc12,/,/,/,-11%,12%,-17,172,17,172
Clc1c(CSc2nc3ccccc3o2)nc2sccn12,5,63,58,10%,24%,9,106,-9,106
CC(=O)Nc1sc2c(c1C#N)CCCCC2,2,93,91,/,/,-4,163,5,163
Cc1nc(NC(=O)COc2ccccc2)sc1C(=O)Nc1cccc(Cl)c1,/,/,/,8%,0%,-7,127,7,127
COc1ccccc1Nc1nc(C)cs1,7&0,106&101,99&100,-69%&16%,-9%&3%,11&-14,194&149,-11&14,194&149
Cc1nn(CCc2n[nH]c(=S)n2C)c(C)c1Br,/,/,/,3%,13%,10,185,-10,185
Cc1ccc(C(=O)NC2CCCCCC2)o1,10,82,72,-4%,14%,5,163,-5,163
CCC1=NN(C(=O)Cc2ccc(OC)cc2)C(O)(C(F)(F)F)C1 (configuration not stated),/,/,/,0%,0%,1,126,-1,126
Cc1nc(NCC2CCCO2)nc2c1C(=O)CC(C)(C)C2 (configuration not stated),-1,93,94,1%,-39%,-20,139,20,139
CC(=O)Nc1ccc(OCC(O)Cn2c(C)nc3ccccc32)cc1 (configuration not stated),-8,91,99,0%,-3%,-40,155,40,155
O=C(Cn1cnc2c(nnn2-c2cccc(Cl)c2)c1=O)N1CCOCC1,11,86,75,0%,-30%,/,/,/,/
Cc1nc2ccc(S(=O)(=O)N(C)CC(=O)N3CCc4ccccc43)cc2s1,-4,60,64,-4%,2%,-4,133,4,133
c1ccc2oc(SCc3nc4ccccc4s3)nc2c1,5,82,77,-5%,-2%,9,116,-9,116
CCOC(=O)N1CCC(NC(=O)CS(=O)Cc2nc(-c3ccc(OC)c(OC)c3)oc2C)CC1 (configuration not stated),5,83,79,-3%,-42%,4,48,-2,48
O=C(Nc1ccccc1Oc1ccccc1)c1cccc([N+](=O)[O-])c1,/,/,/,-7%,19%,-8,108,8,108

# Molecules listed so far containing a nitro group on carbon, in the order listed:
SMILES,MRP resist rev,MRP resist rev cytotoxicity,MRP resist rev with doxorubicin,Bcl-B TR3 displacers,PLAP inhibition,NFkB transloc inh,NFkB transloc inh cell count 2 µM,NFkB transloc pot,NFkB transloc pot cell count 2 µM
Cc1ccc(C(=O)NNC(=S)Nc2cccc(Cl)c2Cl)cc1[N+](=O)[O-],6,92,87,7%,-30%,1,164,-14,77
O=C(Nc1ccccc1Oc1ccccc1)c1cccc([N+](=O)[O-])c1,/,/,/,-7%,19%,-8,108,8,108

# (list continues)
SMILES,MRP resist rev,MRP resist rev cytotoxicity,MRP resist rev with doxorubicin,Bcl-B TR3 displacers,PLAP inhibition,NFkB transloc inh,NFkB transloc inh cell count 2 µM,NFkB transloc pot,NFkB transloc pot cell count 2 µM
O=C(CNc1ccccc1)N/N=C/c1cc([N+](=O)[O-])ccc1N1CCCC1,/,/,/,1%,12%,2,140,-2,140
CCOC(=O)C1(c2ccccc2)NC(c2ccc(N(C)C)cc2)C2C(=O)N(C)C(=O)C21 (configuration not stated),/,/,/,/,/,-4,140,4,140
COc1ccc(NC(=O)[C@H](COCc2ccccc2)NC(=O)OC(C)(C)C)cc1,/,/,/,-1%,-5%,-5,133,5,133
Cc1ccc(OCCN2C(=O)c3ccccc3C2=O)cc1,0,99,98,-6%,20%,-16,183,-1,80
Cc1cc(C)n2cc(CSc3ncccc3C(=O)O)nc2n1,-6,101,107,4%,-6%,-21,199,21,199
CC(=O)Nc1nonc1-c1nc2ccccc2n1CC1CC1,10,89,79,-12%,13%,-13,156,13,156
CCc1nc(Nc2ccc3c(c2)OCO3)c2oc3ccccc3c2n1,/,/,/,4%,38%,4,152,-4,152
O=S(=O)(Nc1ccccc1N1CCCCC1)c1ccc(Cl)s1,18,93,75,-5%,-51%,17,202,-17,202
COCCN(CCOC)S(=O)(=O)c1ccc(OC)cc1,-10,94,105,2%,-21%,-8,111,8,111
O=c1c2c3c(sc2n2cnnc2n1-c1ccccc1)N(Cc1ccccc1)CCC3,5,98,93,26%,-50%,4,113,-4,113
O=C(NCCCN1CCOCC1)c1c(O)c2cc(Br)cc(Br)c2[nH]c1=O,-8,18,26,2%,-57%,14,141,-14,141
CCOC(=O)C1CCN(C(=O)Nc2ccc3nc(C)c(C)nc3c2)CC1,-27,72,99,-1%,-22%,-4,144,4,144
CCOc1ccc(/C(O)=C2/C(=O)C(=O)N(CCOCCO)C2c2cccnc2)cc1 (configuration not stated),15,95,80,2%,11%,4,115,-4,115
CCOC(=O)c1sc(-c2ccccc2)cc1N,6,108,102,-9%,12%,-43,127,?,/
Cc1ccc(CS(=O)(=O)CCC(=O)NCCN2CCCCC2C)cc1 (configuration not stated),4,95,91,1%,-26%,-21,105,21,105
O=C(O)CCSc1nnc(-c2cccnc2)n1-c1ccccc1,4,98,94,-1%,11%,-20,143,20,143
CC1=C(C(=O)OCCOC(C)C)C(c2cccnc2)C2=C(CCCC2=O)N1 (configuration not stated),7,88,81,13%,-9%,3,116,-3,116
O=C(Nc1ccc(Cl)cc1)Nc1nc(-c2sccc2Br)cs1,/,/,/,-18%,10%,-7,193,7,193
CCc1nc(SCC(=O)N2CCCc3ccccc32)c2oc3ccccc3c2n1,-2,69,71,-5%,14%,-17,162,17,162

# Screens from PubChem BioAssay.
